PfHsp90 yeast 2 – inhibits growth of yeast expressing Plasmodium falciparum Hsp90; S. cerevisiae expressing PfHsp90, BacTiter-Glo ATP, 48 h; yeast lacking PDR1 and PDR3 efflux regulators; inhibition, % at 9.4 µM; 310,000 tested, 0.32% active; AID 504621;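 active = every replicate shows inhibition above about 80%, whatever the replicate mean, limit read from the data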;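 note: 0% = DMSO neutral controls and 100% = 20 µM radicicol positive controls; yeast relying on Plasmodium falciparum Hsp90 in place of its own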
Ecoli viability – bacterial growth inhibition, counter-screen for AddAB inhibitors | E. coli V3065 growth, OD600 absorbance, 18 h | inhibition, % at 11.9 µM | 330,000 tested, 0.27% active | AID 449728;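 active = inhibition above the campaign's mean inhibition across all tested compounds plus 3 SD, cut at about 9.9% in these data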;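 note: uninfected addAB+ strain grown without phage in ampicillin broth; 0% = DMSO wells and 100% = ciprofloxacin 0.95 µg/ml wells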
PKA-R1A activ – activates the PKA-R1A holoenzyme complex; 340,000 tested, 0.083% active; activation, % at 11.4 µM; AID 504707; PKA-R1A dissociation, Cy5-IP20 fluorescence polarization; scaled: DMSO 0%, 113 µM cGMP 100%;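 active = percent activation above the mean of all tested compounds plus 3 SD, cut at about 19% in these data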;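 note: higher means more PKAc released from R1A so a rise in polarization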
OPRM1-OPRD1 ag – agonists of human mu-delta opioid receptor heterodimerization | P35372+P41143 | cells, OPRM1-OPRD1 heterodimerization, luminescence | activation, % at 9.3 µM | 340,000 tested, 0.3% active; in the data active = activation above about 18%;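 note: 0% = vehicle-treated cells and 100% = reference agonist; values of inactives mirror those of a sister screen read the other way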
phage Ecoli inh – E. coli growth loss with phage present. growth absorbance. inhibition, % at 11.9 µM. 360,000 tested, 0.26% active. AID 651602; in the data active = inhibition above about 11%
Tat transport – blocks Tat-dependent protein export in E. coli; E. coli MC4100 TorA-mCherry Tat export, fluorescence; inhibition, % at 10 µM; 340,000 tested, 0.036% active;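 active = mean replicate inhibition at least 50% and at least half of replicates individually reaching 50%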;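 note: exported cargo escapes ClpAP degradation while cytoplasmic cargo is degraded and loses fluorescence; 0% = median of neutral control wells and 100% = median of NaSCN control wells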
HTR5A inv ctr – HTR5A inverse agonism, opioid heterodimer counter-screen; inhibition, % at 9.3 µM; AID 504634; 340,000 tested, 0.083% active; HTR5A cell line, luminescence; in the data active = inhibition mostly above about 23%, no sharp cut-off; inactive = mostly below about 18%;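 note: 0% = cells with DMSO and 100% = no-cell wells with DMSO; some compounds called inactive have numbers as strong as hits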
Target sequence (P47898 whole entry, looked up): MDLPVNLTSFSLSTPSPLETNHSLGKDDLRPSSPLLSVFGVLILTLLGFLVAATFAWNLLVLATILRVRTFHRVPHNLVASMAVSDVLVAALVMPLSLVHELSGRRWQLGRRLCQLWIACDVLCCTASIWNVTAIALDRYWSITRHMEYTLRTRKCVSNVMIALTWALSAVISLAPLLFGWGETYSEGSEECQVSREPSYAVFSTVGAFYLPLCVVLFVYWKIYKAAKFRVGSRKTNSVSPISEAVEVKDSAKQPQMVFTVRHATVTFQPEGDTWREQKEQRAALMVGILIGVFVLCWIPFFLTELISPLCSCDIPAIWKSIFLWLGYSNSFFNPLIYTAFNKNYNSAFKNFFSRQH
Mot1-301 SUMO – blocks SUMOylation pathway, rescuing yeast Mot1-301 growth. S. cerevisiae Mot1-301 growth rescue, ATP luminescence, 38.5C; percent above DMSO median, 100 means doubled. growth rescue, % at 18.8 µM. 320,000 tested, 1% active;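 active = every valid replicate shows activation above 250% relative to neutral control wells; inactive = the rest, any valid replicate at or below 250%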;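 note: OY570 slx delta 5 strain wells were the positive control but not used for scaling; some compounds called inactive have numbers as strong as hits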
MOR-DOR inv ag – inverse agonist of human OPRM1-OPRD1 heterodimerization. inhibition, % at 9.3 µM. AID 504357. P35372+P41143. 340,000 tested, 0.21% active. cell-based MOR-DOR heterodimer luminescence, inverse agonism; in the data active = inhibition above about 22%, passing the limit was not always enough;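 note: 0% = cells with DMSO and 100% = wells without cells with DMSO; values of inactives mirror those of a sister screen read the other way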
AddAB inh – less growth of phage-infected E. coli with AddAB | E. coli expressing H. pylori AddAB, absorbance growth | inhibition, % at 11.9 µM | 330,000 tested, 0.29% active; in the data active = inhibition above about 12%;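 note: 0% = vehicle wells of infected cells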
PKA-R2B activ – activators of human PKA-R2B complex | PKA-R2B holoenzyme dissociation, Cy5-IP20 fluorescence polarization; R2B truncated from residue 108, S112A mutant; 0% DMSO only, 100% 113 µM cGMP | 340,000 tested, 0.079% active | activation, % at 11.4 µM | P22694+P31323;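 active = activation above a cutoff set at the mean over all compounds plus 3 SD, cut at about 18% in these data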;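 note: higher means more holoenzyme dissociation and a rise in polarization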
Target sequence (P31323 whole entry, looked up, other chains not shown, the tested form may be a part): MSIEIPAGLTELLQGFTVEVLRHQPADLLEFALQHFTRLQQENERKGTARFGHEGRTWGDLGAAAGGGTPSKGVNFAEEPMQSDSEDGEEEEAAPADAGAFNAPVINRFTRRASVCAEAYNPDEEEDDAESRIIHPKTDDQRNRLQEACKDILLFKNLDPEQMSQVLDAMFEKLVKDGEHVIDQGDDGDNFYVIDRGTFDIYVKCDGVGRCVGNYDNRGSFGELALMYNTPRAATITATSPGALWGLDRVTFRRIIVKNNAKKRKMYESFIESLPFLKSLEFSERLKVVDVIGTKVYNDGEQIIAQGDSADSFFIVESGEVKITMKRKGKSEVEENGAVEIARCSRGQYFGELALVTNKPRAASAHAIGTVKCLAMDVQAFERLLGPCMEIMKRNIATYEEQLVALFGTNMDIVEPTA
Active calls of the source: *; x = not tested or not shown; & = joins results of further samples.

SMILES	PfHsp90 yeast 2	Ecoli viability	PKA-R1A activ	OPRM1-OPRD1 ag	phage Ecoli inh	Tat transport	HTR5A inv ctr	Mot1-301 SUMO	MOR-DOR inv ag	AddAB inh	PKA-R2B activ
Cc1cc(C)c(C#N)c(SCC(=O)Nc2ccccc2C)n1	12	0.0	-12	-3.1	4.9	2	-10	-3	16	3.5	-7
C(#Cc1ccccc1)CN1CCN(c2ccccn2)CC1	-33&-21	1.0	0&-4	-1.6&-1.3	3.8&2.2	1&4	-9&4	-6	8&7	-0.2	10&2
Cc1nc(NCC2CCCO2)c2nnn(Cc3ccccc3)c2n1 (stereo unspecified)	-6	2.4	5	-1.3	3.8	-3	0	0	7	2.3	4
CCCCNC(C(=O)Nc1ccc(Cl)c([N+](=O)[O-])c1)c1ccccc1 (stereo unspecified)	-10	-1.5	0	3.8	0.9	1	-13	-21	-23	0.8	16
CC(C)Cc1ccc(C(C)C(N)=NCCc2ccccc2)cc1 (stereo unspecified)	3	x	3	-0.5	3.0	0	2	-1	2	x	3
COc1ccc(C2NC(=S)N(c3ccccc3)C(C)=C2C(=O)Nc2ccccc2)cc1 (stereo unspecified)	-4	-1.1	3	-2.5	0.2	6	5	93	15	-1.2	10
Cc1ccnc(NS(=O)(=O)c2ccc(NC(=O)Cc3cccs3)cc2)n1	-37	-2.9	9	-0.4	x	2	-12	1	2	-0.5	13
CCOc1ccc(NC(=O)CN(C)C(=O)/C=C/c2ccco2)cc1OCC	1	0.3	-5	-4.5	-1.5	1	7	-16	17	2.6	-8
O=C(N/N=C/c1ccc[nH]1)c1cc(-c2ccc(Cl)cc2)nc2ccccc12	-7	-2.9	-8	1.4	0.3	4	21	-19	-6	-1.4	-14
CC(C(=O)OCC(=O)NC1CCCC1)N1C(=O)c2ccccc2C1=O (stereo unspecified)	15	-0.4	8	-2.6	3.7	-4	6	-16	13	-1.9	-4
Cc1cccc(C(=O)NCC(=O)N2CCN(c3ccc(Cl)cc3)CC2)c1	-5	0.7	11	-1.6	0.0	-3	-17	368*	9	4.6	-12
O=C(NCc1cccs1)c1csc2c1CCCCC2	-39	2.7	-4	3.5	3.0	-5	-24	9	-22	1.5	3
CC1CCC(NC(=O)COc2ccccc2C(N)=O)CC1 (stereo unspecified)	4	-2.2	-7	-1.2	2.2	-2	1	-4	7	0.5	4
Oc1ccc(CCC2CCCCN2Cc2nc(C3CC3)no2)cc1 (stereo unspecified)	1	0.2	-4	0.9	2.5	-5	1	-6	-5	-1.4	2
Cc1ccc(C(=O)NCC(=O)OC(C)C(=O)Nc2ccc(N3CCOCC3)cc2)s1 (stereo unspecified)	29	-2.8	1	1.3	2.5	-3	-10	-3	-7	-2.5	-6
Cc1ccc(C(=O)NC(=S)NCc2cccnc2)c(C)c1	-76	1.7	-1	0.2	4.5	-6	11	11	-1	1.9	3
COc1ccc(Br)cc1C(=O)Nc1ccc(Cc2ccncc2)cc1	-1	-1.7	-3	1.4	1.0	4	0	2	-8	0.2	4
O=C(COC(=O)CCCC1=NS(=O)(=O)c2ccccc2N1)Nc1ccccc1	9	0.7	2	-1.1	0.5	-3	14	272	6	4.9	0
CC(C)c1ccc(NC(=O)COC(=O)c2cc(=O)[nH]c3ccccc23)cc1	18	-0.5	-10	6.2	-2.1	0	-11	9	-27	5.1	-2
O=C(Nc1ccon1)Nc1ccccc1C(F)(F)F	-24	0.0	-5	-1.1	1.8	2	16	3	4	0.9	-5
Cc1ccc(S(=O)(=O)Nc2nc3cc(C)c(C)cc3[nH]2)cc1	11	0.0	x	x	1.4	-9	x	6	x	2.2	x
CN(C)c1nc(SCCOC(=O)Nc2ccccc2)nc(N(C)C)n1	7	-0.1	-3	9.2	3.1	-3	14	282	-46	4.5	-5
Cn1c(=O)n(Cc2ccccc2Br)c2ccccc21	8	-0.1	-7	-0.7	1.9	-2	5	159	4	3.0	-4
C=Cn1cc[n+](CC(=O)c2ccc(Cl)c(Cl)c2)c1	-2	2.8	-3	-2.8	2.5	1	-17	16	14	3.5	-8
CCOCCCn1c(SCC(=O)Nc2cc(C(C)(C)C)nn2-c2ccccc2)nc2ccccc2c1=O	7	-0.9	0	-1.2	8.6	2	-29	x	6	-2.7	3
Cc1ccc(Sc2cc(C)nc(-c3ccccn3)n2)cc1	-13	-2.6	-12	-1.6	-1.0	0	9	0	8	-2.8	-1
CC1CCCN(C(=O)Cn2cnc3c2c(=O)n(C)c(=O)n3C)C1 (stereo unspecified)	-24	-1.9	-2	x	0.3	6	x	-4	x	0.0	-9
CCN(CC(=O)Nc1ccccc1OC)C(=O)CSCc1c(C)noc1C	-5	-1.4	3	-2.4	1.4	-7	2	14	13	3.1	5
COc1ccc(NC(=S)N(CCCN2CCCCC2)Cc2cccs2)cc1	7	-0.1	2	-1.6	2.4	-1	-46	-3	9	1.5	-11
COc1ccc(OCC(=O)Nc2ccc(S(=O)(=O)N3CCN(C)CC3)cc2)cc1	-1	-0.4	x	x	3.3	-1	x	1	x	2.2	x
Cc1ccc(N(C(=O)c2csnn2)C(C(=O)NC2CCCC2)c2ccccn2)cc1 (stereo unspecified)	3	2.3	2	-0.6	-0.1	-1	1	6	3	4.4	4
O=C(CSc1nnc(-c2ccncc2)n1-c1ccc(Cl)cc1)Nc1ccc(C(=O)O)cc1	-11	-0.7	11	-3.4	3.2	-4	3	-3	17	1.9	-11
C/C(=N\N=C1/NC(=O)C(C)S1)c1ccco1 (stereo unspecified)	-18	-0.5	-2	-0.5	-2.3	-1	3	-9	3	5.4	-6
COc1ccc(C2=C(CN(C)C)C(c3ccccc3)c3ccccc3O2)cc1 (stereo unspecified)	x	-1.3&1.8	-8	5.5	2.6	4&5	9	-18&117	-27	3.6&2.5	2
COCCn1c(SCC(=O)NNC(=O)c2ccc(OC)c(OC)c2)nc2ccccc2c1=O	2	1.7	2	-1.7	3.1	3	-4	6	8	1.6	-4
CCc1nnc(NC(=O)COc2ccccc2[N+](=O)[O-])s1	-4	0.3	-10	-4.1	1.9	4	-3	-11	20	2.1	-8
COc1ccc(/C=N/NC(=O)COc2cccc3cccnc23)cc1OC	3	2.5	-13	-2.0	4.1	-7	2	x	10	0.0	4
COc1ccc2[nH]c(=O)c(CN(C(=O)COc3ccccc3)C(C)C)cc2c1	-48	1.3	3	0.0	3.3	8	-11	2	0	1.9	6
CCCC(=O)Nc1ccccc1N1CCN(C(=O)c2ccccc2)CC1	-43	-0.2	1	0.0	1.7	-10	-16	-23	0	1.6	-5
CCn1nc(C(=O)NCCc2ccc3c(c2)OCCO3)c2ccccc2c1=O	-31	1.1	0	-2.7	0.7	0	9	-9	14	0.0	1
CCCCNC(=O)CCc1nc2cccnc2n1Cc1ccc(OC)cc1	x	0.2	-5	-2.9	-0.2	4	2	6	17	1.7	-5
O=C(CNC(=O)Cc1ccccc1)N=Nc1c(O)[nH]c2ccc(Br)cc12	18	-0.1	2	-5.4	1.0	-6	4	9	28	3.2	3
CCCc1cc(=O)[nH]c(SCC(=O)N2CCc3ccccc3C2)n1	x	0.0	-4	-1.0	0.6	-1	5	-14	4	2.4	-7
O=c1c(Cc2ccc(F)cc2)c(O)ccn1Cc1cccc(Cl)c1	-61	0.5	-6	-2.0	1.3	-19	9	-2	10	5.4	5
CN(C)CCCNC(=O)C[C@H]1C[C@H](C(=O)N2CCOCC2)[C@@]2(C)c3[nH]c4ccc(Cl)cc4c3CCN2C1=O	-28	-1.4	1	-2.4	-0.2	0	-21	x	12	-0.9	-2
COc1ccc(NC(=O)COc2ccc(/C=N/NC(=O)c3cccnc3)cc2OC)cc1	-7	-3.2	9	0.4	4.6	0	23	0	-3	-2.9	-7
Cc1ccc(OC(=O)c2ccccc2C(=O)OCC(F)(F)C(F)F)cc1	-6	0.2	-5	-0.8	x	7	-50	-1	5	-0.8	3
O=C(/C=C/c1ccco1)OCc1nnc(-c2ccccc2)o1	-6	1.5	-3	-0.6	6.0	-3	8	125	3	0.2	9
COc1ccc(S(=O)(=O)N2CCN(c3ccccc3)CC2)cc1	20	0.4	-5	-1.7	2.9	30	6	18	10	1.9	-8
O=C(Nc1ccccc1Cl)NC1(C(=O)N2CCCC2)CCCCC1	19	2.3	-1	-1.0	2.3	7	-9	x	5	3.3	-10
Cn1c(=O)cc(SCC(=O)NCCC2=CCCCC2)c2ccccc21	-7	-1.1	-1	-0.6	4.2	-3	-15	-8	3	2.3	-10
Cn1c(N2CCCCC2)nc2c1c(=O)n(Cc1cccc(Br)c1)c(=O)n2C	10	x	1	-1.7	x	-2	-27	x	10	x	6
COc1ccc(C(=O)N2CCCC2)cc1	-6	-0.4	-12	-1.8	0.6	0	-2	9	10	0.5	-1
O=C(Nc1ccc(S(=O)(=O)N2CCCC2)cc1)C1CCCCC1	-2	0.9	-7	-0.4	3.7	-8	13	-6	3	6.9	1
CCCS(=O)(=O)c1c(S(=O)(=O)CCC)c2c(N)cccn2c1C(=O)c1ccc(Br)cc1	2	1.3	-1	-1.1	-0.3	-1	-15	-9	6	3.2	-7
O=C(CNS(=O)(=O)c1cccs1)NCc1ccccc1	21	4.1	-15	0.0	3.4	-11	-16	-3	0	0.2	4
O=C(CCNS(=O)(=O)c1ccccc1)OCc1nnc(-c2ccccc2)o1	5	0.9	0	-2.0	3.2	-6	15	-4	13	-0.9	-13
N=C1C(c2ccccc2)=C(O)CN1c1ccccc1N1CCOCC1	x	-1.4	-8	1.0	3.3	-9	11	-2	-6	0.7	1
CSC1=N/C(=C\c2c(F)cccc2Cl)C(=O)S1	24	1.3	0	-1.1	3.3	-12	-1	123	6	1.6	-5
Cc1cccc(SC2CCN(C(=O)C3CCC(=O)N(C4CC4)C3)CC2)c1 (stereo unspecified)	14	0.7	5	-1.8	3.8	7	-38	4	10	2.7	-12
Further results follow:
SMILES	PfHsp90 yeast 2	Ecoli viability	PKA-R1A activ	OPRM1-OPRD1 ag	phage Ecoli inh	Tat transport	HTR5A inv ctr	Mot1-301 SUMO	MOR-DOR inv ag	AddAB inh	PKA-R2B activ
CC(=NNC(=S)N(Cc1ccccn1)Cc1ccccn1)c1cnccn1	110*	x	-10	-4.2	4.7	-3	-21	x	20	x	12
COc1cc(C(=O)Nc2ccc3oc(-c4cccnc4)nc3c2)cc(OC)c1OC	9	0.1	-1	0.4	1.6	-3	17	-11	-2	1.4	7
COc1cccc(CN2CCN(Cc3cccc4c3OCO4)CC2CCO)c1 (stereo unspecified)	27	0.6	9	-3.3	3.5	-1	0	-11	16	2.2	-2
O=C(CN1CCOCC1)N/N=C/c1ccc(-c2cccc(Cl)c2Cl)o1	20	-2.4	-13	-2.2	1.3	-20	-48	279	11	-0.8	-3
COc1ccc(S(=O)(=O)Nc2nc3n(n2)C(c2ccc(Cl)cc2)CC(=O)N3)cc1 (stereo unspecified)	6	-2.1	9	3.1	0.7	-10	1	x	-18	-0.6	8
COc1ccc(-c2c(-c3ccc(O)cc3O)n[nH]c2C(F)(F)F)cc1	4	-0.3	-9	-0.4	1.1	4	-3	-4	2	2.9	-7
